Bioassay records: PubChem BioAssay, several laboratories
GalR3 antag – GalR3 antagonists in HEK293 cells, primary screen, cell-based, fluorescence readout | Galanin receptor type 3 (Homo sapiens), O60755 | HEK293 GalR3-CNG cAMP membrane potential fluorescence; galR3 body fused to GalR1 C-terminus | inhibition, % at 3 µM | 360,000 compounds, 0.44% hits | AID 651719, 2012;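 active = inhibition above the screen-wide average plus 3 SD, cut at about 13% in these data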;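 also: forskolin and galanin both at EC90 stimulate the cells; cAMP rise reported by CNG channel membrane potential dye signal; 0% = forskolin plus galanin with DMSO and 100% = forskolin alone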
Target sequence (O60755 1-299 limits assumed): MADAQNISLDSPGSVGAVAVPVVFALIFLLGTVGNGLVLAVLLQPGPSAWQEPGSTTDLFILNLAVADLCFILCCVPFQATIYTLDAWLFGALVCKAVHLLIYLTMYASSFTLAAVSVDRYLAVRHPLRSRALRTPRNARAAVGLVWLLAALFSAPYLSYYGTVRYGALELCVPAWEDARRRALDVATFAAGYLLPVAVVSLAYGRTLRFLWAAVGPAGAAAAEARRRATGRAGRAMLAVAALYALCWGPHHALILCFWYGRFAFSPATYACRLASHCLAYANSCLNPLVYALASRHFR
NS3 helicase inh – inhibitors of HCV NS3 helicase, primary screen, biochemical, Cy5 molecular beacon fluorescence. Hepatitis C virus NS3 helicase. inhibition, % at 10.9 µM. 290,000 compounds, 0.56% hits. NS3 helicase DNA unwinding. AID 1800, 2009;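 active = inhibition above the mean of all tested compounds plus 3 SD, set per campaign, cut at about 35% in these data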;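 also: 0% = DMSO wells and 100% = thioflavine S control wells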
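Assay system – hepatitis C virus NS3 helicase domain fragment enzyme · Buffer or medium – MOPS pH 6.5, MgCl2, DTT, Tween20, BSA · Reagent – Cy5/quencher beacon DNA duplex and ATP to start · Compound – single 10.9 µM dose · Timing – 1 h at 25 °C · Technique – Cy5 beacon fluorescence read at start and 1 h · Measure – % inhibition of unwinding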
VIM-2 inhibitor – VIM-2 metallo-beta-lactamase inhibitors, primary screen, biochemical, epi-absorbance readout, Pseudomonas aeruginosa enzyme; 290,000 compounds, 0.89% hits; purified VIM-2, nitrocefin hydrolysis, epi-absorbance fluorescence; inhibition, % at 5.6 µM;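 active = inhibition above the mean of all tested compounds plus 3 SD, cutoff set per screening run, cut at about 7.5% in these data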;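 also: red hydrolysis product quenches plate fluorescence so inhibitors raise well fluorescence; 0% = enzyme with DMSO and 100% = DMSO without enzyme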
IMP-1 inhibitor – IMP-1 metallo-beta-lactamase inhibitors, primary screen, biochemical, epi-absorbance readout, Pseudomonas aeruginosa enzyme; metallo-beta-lactamase IMP-1 (Pseudomonas aeruginosa); purified IMP-1, nitrocefin hydrolysis, epi-absorbance fluorescence; inhibition, % at 5.6 µM; 290,000 compounds, 0.45% hits; AID 1556, 2009;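 active = inhibition above the mean plus 3 SD of all compounds in the same screening run, cut at about 4.5% in these data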;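 also: 0% = IMP-1 with DMSO and 100% = DMSO wells lacking enzyme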
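System: purified IMP-1; amount: IMP-1 0.2 nM before substrate addition; compound: single dose, 5.6 µM; times: 25 °C, 15 min preincubation, 25 min reaction; signal: Epi-absorbance via hydrolysed-nitrocefin quenching of white-plate fluorescence, 480/530 nm, EDTA stop; benchmarks: DMSO with and without IMP-1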
p-CIP stab down – p/CIP-EGFP fusion destabilizers, primary screen, fluorescence, F442A cells. Q05BA5. decrease of EGFP signal, % at 10 µM. AID 1984, 2009. 16 h. 290,000 compounds, 0.01% hits;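 active = EGFP signal decrease of at least 30% at 10 µM or well 3 SD below plate mean, unless failing retest; inactive = the rest, including hits failing retest or dose response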; also: some compounds called inactive have numbers as strong as hits; many of its hits are not listed in these tables
IDE cell inh – human IDE inhibitors in live cells, primary screen, fluorescence polarization, HEK cells, FAbetaB substrate | 320,000 compounds, 0.41% hits | FAbetaB cleavage | inhibition, % at 5.59 µM | Insulin-degrading enzyme (Homo sapiens), P14735;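 active = percent inhibition above the average of all tested compounds plus 3 SD, set per screening campaign, cut at about 16% in these data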;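 also: IDE supplied by intact live HEK cells; FP after avidin binding of uncleaved biotin substrate so inhibition keeps polarization high; 0% = DMSO wells and 100% = 60 µM reference IDE inhibitor Ii1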
IDE act – human IDE activators in live cells, primary screen, fluorescence polarization, HEK cells, FAbeta-B substrate; 340,000 compounds, 0.073% hits; Insulin-degrading enzyme (Homo sapiens), P14735; AID 493087, 2011; FAbeta-B cleavage; 0% vehicle, 100% cell-free pure enzyme wells; activation, % at 5.96 µM;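 active = activation above the mean of all tested compounds plus 3 SD, set per screening campaign, cut at about 17% in these data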
UBC9 SUMO inh – inhibitors of in vitro SUMOylation cascade, primary screen, biochemical, HTRF, uHTS; HTRF SUMOylation assay, SAE1/SAE2 + UBC9; inhibition, % at 35 µM; 290,000 compounds, 0.36% hits; AID 2006, 2009; in the data active = inhibition above about 50%, passing the limit was not always enough; also: strong numbers were not always called active
Target sequence (P63279 whole entry, looked up): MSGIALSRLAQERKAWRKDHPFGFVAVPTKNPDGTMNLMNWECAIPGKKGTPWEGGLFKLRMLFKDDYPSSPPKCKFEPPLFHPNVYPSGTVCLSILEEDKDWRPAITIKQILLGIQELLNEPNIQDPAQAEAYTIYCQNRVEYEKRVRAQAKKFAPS
CRFBP-R2 block – antagonists of CRF-BP/CRF-R2 complex, primary screen, cell-based, HEK293, calcium dye fluorescence, uHTS; CRF-induced calcium fluorescence; inhibition, % at 11.8 µM; 350,000 compounds, 0.59% hits;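 active = inhibition of the ligand-induced calcium signal above about 50% at the single tested concentration, limit read from the data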
Active calls of the source: *; . = no result given; & = joins results of further samples.

SMILES	GalR3 antag	NS3 helicase inh	VIM-2 inhibitor	IMP-1 inhibitor	p-CIP stab down	IDE cell inh	IDE act	UBC9 SUMO inh	CRFBP-R2 block
CC(=O)C1=C(C)N(CC2CC2)C(=O)N[C@H]1c1cccs1	.	-6	-0.3	0.4	5	-3	3	5	7
Cc1ccc(N2C(=O)N(CC(=O)Nc3ccc(C)cc3C)C(=O)C2C)cc1 (stereo not drawn)	-6	-8	1.2	0.3	32	-1	-3	-7	-45
CCC(C)NC(=O)c1cccc(OCc2c(C)noc2C)c1 (stereo not drawn)	-3	3	0.2	-2.1	-19	4	3	5	4
CCN(c1cccc2ccccc12)S(=O)(=O)c1ccc(Cl)nc1	6	-2	-2.2	-2.3	-4	1	-1	-2	11
CCCCCCOc1ccc(C(CC(=O)NC)C(=O)O)cc1 (stereo not drawn)	-10	5	-0.6	-3.5	-20	-5	2	5	-8
Cc1nn(C)c(Nc2ccc(Br)cc2)c1Br	49*	-9	-0.1	-2.2	-22	-2	-1	0	26
CN(C(=O)C1CCCCC1)C1CCS(=O)(=O)C1 (stereo not drawn)	0	.	.	.	.	3	6	.	13
CCOC(=O)c1ccc(OCCOc2ccccc2C)cc1	-6	6	-3.5	-3.0	-4	1	0	-13	3
CCCN1CCc2[nH]c(=S)[nH]c(=O)c2C1	2	8	-2.7	-4.0	7	-3	0	4	-3
CCC1=Nc2ccc(Br)cc2C(c2ccccc2)N1CC(=O)OC (stereo not drawn)	-6	9	-0.7	-3.3	-12	3	3	-11	-18

Part of the list above, with the structure last:
GalR3 antag | NS3 helicase inh | VIM-2 inhibitor | IMP-1 inhibitor | p-CIP stab down | IDE cell inh | IDE act | UBC9 SUMO inh | CRFBP-R2 block | mol
-3 | 3 | 0.2 | -2.1 | -19 | 4 | 3 | 5 | 4 | CCC(C)NC(=O)c1cccc(OCc2c(C)noc2C)c1 (stereo not drawn)
-10 | 5 | -0.6 | -3.5 | -20 | -5 | 2 | 5 | -8 | CCCCCCOc1ccc(C(CC(=O)NC)C(=O)O)cc1 (stereo not drawn)
0 | . | . | . | . | 3 | 6 | . | 13 | CN(C(=O)C1CCCCC1)C1CCS(=O)(=O)C1 (stereo not drawn)

(continued)
SMILES	GalR3 antag	NS3 helicase inh	VIM-2 inhibitor	IMP-1 inhibitor	p-CIP stab down	IDE cell inh	IDE act	UBC9 SUMO inh	CRFBP-R2 block
CCCN(C(=O)CSCC(=O)Nc1ccc(OC)cc1)c1c(N)n(Cc2ccccc2)c(=O)[nH]c1=O	-4	.	.	.	.	8	5	.	-13
C=CCN1C(=O)C(CC(=O)O)S/C1=N/N=C/c1ccc(N(CC)CC)cc1 (stereo not drawn)	-4	.	.	.	.	-2	-2	.	4
CCOc1cccc(/C=C/c2ccc3cccc(O)c3n2)c1O	-11	5	-1.6	-0.1	-3	-2	-2	-2	21
O=C1CC(SCCO)C(=O)N1c1ccccc1 (stereo not drawn)	-6	18	-1.4	-3.2	1	1	2	7	-20
Cc1cccc(CNC(=O)C2CCC(=O)N(Cc3ccccc3F)C2)n1 (stereo not drawn)	-2	0	-1.2	-2.1	2	.	2	-7	-44
CC(=O)Nc1ccc(Cc2ccncc2)cc1	-1	-1	-1.4	-1.8	0	4	-2	-8	-4
CC(C)C(=O)Nc1cccc(NC(=O)c2ccc(Cl)cc2Cl)c1	-5	3	-0.7	-1.0	4	3	5	-4	-22
O=C(NN1C(=O)c2ccccc2C1=O)C1CC2CCC1C2 (stereo not drawn)	-1	5	-1.3	-2.9	8	0	-1	-8	8
c1ccc(-c2ccccc2OCCn2cncn2)cc1	-4	-3	-1.9	-2.6	-10	4	-4	-9	27
O=C(NC1=NCCS1)C1CC(=O)N(c2ccc(Cl)cc2)C1 (stereo not drawn)	-2	0	-2.5	-4.1	-3	2	0	13	6
CCCn1c(SCC(=O)Nc2ccc(NC(=O)CC)cc2)nc2c1c(=O)n(C)c(=O)n2C	-6	-4	-0.3	-0.5	-24	1	0	10	-8
CCCn1nnnc1SCC(=O)NCc1ccccc1	0	-1	-0.2	-0.6	-2	10	3	-15	7
COc1ccc(/C=C/C(=O)NC(=S)NNC(=O)c2ccco2)cc1	-2	8	-3.0	-1.9	-6	6	-3	19	6
CCOC(=O)CCn1cc(F)c(=O)n(Cc2ccccc2)c1=O	-2	-1	-2.0	-2.4	-14	-1	5	21	6
O=C(CNS(=O)(=O)/C=C/c1ccccc1)OCC(=O)N1CCC(Cc2ccccc2)CC1	-3	-10	0.0	-1.5	-8	0	9	0	-16
COCCN(C(=O)c1ccc(OC2CCN(S(=O)(=O)N(C)C)CC2)cc1)C(C)C	-9	0	-3.4	-3.1	-5	4	-3	5	6
COc1ccc(Cn2nnnc2C(C(C)C)N(Cc2ccco2)Cc2cccs2)cc1 (stereo not drawn)	-4	0	-3.4	-3.2	-7	-10	11	11	-1
CC(=O)c1sc(NC(=O)C2CC(=O)N(Cc3ccco3)C2)nc1-c1ccccc1 (stereo not drawn)	-4	.	.	.	.	-2	6	.	-1
O=C(NCCc1ccccc1)c1n[nH]c(=O)c2ccccc12	-4	1	-1.2	-2.8	-15	4	1	9	6
Brc1ccc(-c2nc(-c3ccccc3)no2)o1	-8	-7	0.0	-1.3	12	0	5	-15	-10
CCCCCOc1ccc(Cl)cc1CN1CCOCC1	-1	3	-2.2	-1.7	-11	4	3	2	-42
C=CCOc1ccccc1CN1CCCCCC1	-3	0	-1.4	-0.7	4	.	5	-4	7
OCC[C@@H]1C[C@H](O)[C@@H](O)[C@]2(CCCc3ccccc3O2)O1	-3	-2	0.0	-1.5	0	1	5	10	-2
O=C(CSc1nnnn1-c1cccc(F)c1)NC1CCCCC1	-5	.	.	.	.	-4	2	.	-11
O=C(/C=C/c1ccccc1Cl)Nc1ccc(Cl)cn1	-4	10	-2.2	-3.0	10	-2	-1	2	7
O=S(=O)(NN=C1CCCCC1)c1ccccc1	2	3	-2.1	-5.8	-4	6	1	9	37
CC(=O)c1ccc(-c2nnc(CCC(=O)N(C)Cc3cnc4ccccn34)o2)s1	3	-2	-1.5	-2.1	-3	-3	-7	4	16
CN(CC(=O)Nc1ccc(Cl)cc1)C1=NS(=O)(=O)c2ccccc21	-2	.	.	.	.	-6	-1	.	-6
COc1ccc(C(=O)NC(=S)N2CCOCC2)cc1Br	0	-3	-7.4	-3.2	-6	-1	3	15	2
CCc1c(C(=O)N2CCCN(C)CC2)csc1C	-1	8	-1.8	-2.4	-6	5	1	-3	13
COc1ccc(COCC(O)CN(Cc2ccccc2)C(C)C)cc1OC (stereo not drawn)	-6	1	-2.8	-2.9	18	-3	-3	-12	-1
CC(=O)N/C(=C\c1ccccc1)C(=O)OCC(=O)NC1CCCC1	0	3	-1.4	-4.8	0	6	-2	1	-14
O=C(CSc1nnc(-c2ccco2)o1)c1ccc(O)cc1O	-5	5	0.7	-2.9	11	-7	5	8	6
CC1(C)Cc2cccc(Oc3ccc(S(=O)(=O)N4CCCCC4)cn3)c2O1	5	-27	-2.1	-2.5	4	2	0	-3	-12
CSc1ccccc1C(=O)N1CCN(c2ccc(F)cc2)CC1	-6	-2	-1.9	-2.7	-1	8	3	-3	4
Cc1cccc(-n2c(CNC(=O)c3ccc(S(=O)(=O)N(C)C)cc3)nnc2SCC(=O)Nc2ccc(F)cc2)c1	7	-10	-3.1	-2.9	-15	13	-3	5	1
Cc1nc([N+](=O)[O-])cn1CC(O)c1ccc(Cl)cc1 (stereo not drawn)	-4	-9	-0.5	-0.2	4	0	.	12	-5
CCCCN1C(=O)C2Cc3c([nH]c4ccccc34)CN2C1=S (stereo not drawn)	4	14	-0.3	-1.1	-16	30*	-33	-3	-32
COc1cccc(/C=N/n2c(-c3cc(C)[nH]n3)n[nH]c2=S)c1	2	-1	-4.2	-4.7	-1	4	3	-13	-3
CC[C@H](C)C(=O)O[C@H]1CCC=C2C=C[C@H](C)[C@H](CC[C@@H]3C[C@@H](O)CC(=O)O3)[C@H]21	-4	-8&5	-3.1&-4.8	-1.5&-3.5	-14&-7	7	-4	-13&7	-4
Clc1ccc2nc(N3CCNCC3)nc(-c3ccccc3)c2c1	-3	-50	12*	1.7	-30	1	7	15	-44
CCCCc1nnc(NC(=O)C23CC4CC(CC(NC(C)=O)(C4)C2)C3)s1	-1	4	-2.6	-2.0	-8	-1	1	10	-31
Cc1c(-c2ccc(Br)cc2)nc2ccccn12	-2	3	0.6	1.3	-12	2	-9	4	2
Cc1cc(/C=C(\C#N)C(=O)NCc2ccco2)c(C)[nH]1	-1	-9	-0.5	-2.9	-4	-3	-2	-4	0
O=C(NNC(=O)c1cc([N+](=O)[O-])ccc1Cl)c1cccs1	5	0	-3.2	-3.4	1	-1	5	-15	-15
COc1cccc(NC2c3ccccc3C(=O)N2Cc2ccccc2Cl)c1 (stereo not drawn)	0	-3	-0.1	-0.7	-3	3	0	-23	-2
Cc1oc2c(O)c(O)ccc2c(=O)c1-c1ccc(Cl)cc1	-8	9	-1.2	-4.2	0	-4	9	-6	-8
COc1ccc(CCn2c(C)cc(C(=O)COC(=O)c3cnccn3)c2C)cc1	-1	9	1.1	-1.2	-2	-6	2	14	-14
COc1cccc(CNC(=O)CCCCCn2c(=S)[nH]c3ccc(N4CCOCC4)cc3c2=O)c1	-1	7	-0.9	-3.1	8	5	.	30	.
CCCNC(=O)C1CC(=O)N(c2ccc(OCc3ccc(Cl)cc3)cc2)C1 (stereo not drawn)	-11	-10	-1.5	-2.3	-2	2	4	-1	10

New compounds follow:
SMILES	GalR3 antag	NS3 helicase inh	VIM-2 inhibitor	IMP-1 inhibitor	p-CIP stab down	IDE cell inh	IDE act	UBC9 SUMO inh	CRFBP-R2 block
C=CCn1c(SCc2cc(=O)n3ccsc3n2)nc2cc(Cl)ccc2c1=O	-4	9	-1.9	-3.2	-8	0	0	1	-19
N#CC(=C1SC=CS1)c1nc(-c2ccccc2)cs1	8	7	-2.7	-4.3	-14	-2	2	-31	14
CC(c1ccncn1)N(C)Cc1nc(-c2ccc(C(F)(F)F)cc2)no1 (stereo not drawn)	-7	-9	-2.7	-3.2	-3	2	-3	-11	6
CC(OC(=O)CNC(=O)c1ccco1)C(=O)N(C)c1ccccc1 (stereo not drawn)	-4	3	-2.2	-2.0	8	1	-4	6	17
NC(=O)C1CCN(Cc2nnnn2Cc2ccco2)CC1	-3	2	-3.7	-3.1	7	1	6	-8	9
CCC(C)NC(=O)C1c2ccccc2Oc2ccccc21 (stereo not drawn)	-6	14	1.0	1.5	-5	1	7	17	9
CCOc1ccccc1C(=O)NCC(=O)N1CCC(C)CC1	-4	.	.	.	.	-3	0	.	5
